High-throughput results: PubChem, National Center for Advancing Translational Sciences (NCATS)
GLP1R inv ag – acts as inverse agonist at human GLP-1 receptor; P43220; HEK293 GLP-1R CRE-luciferase, luminescence, 24 h; GLP-1R form is constitutively active; Potency, µM (series often up to 38.3 µM), for the others: at the highest dose activity change, negative = inhibition, most hits filed as inhibitors; hit rate 1.6% among 410,000; AID 624417; also: % is scaled to controls: 0 for no effect and ±100 for the full control effect; nearly all actives have a fitted effect of over 55% in size
Target sequence (P43220 whole entry, looked up): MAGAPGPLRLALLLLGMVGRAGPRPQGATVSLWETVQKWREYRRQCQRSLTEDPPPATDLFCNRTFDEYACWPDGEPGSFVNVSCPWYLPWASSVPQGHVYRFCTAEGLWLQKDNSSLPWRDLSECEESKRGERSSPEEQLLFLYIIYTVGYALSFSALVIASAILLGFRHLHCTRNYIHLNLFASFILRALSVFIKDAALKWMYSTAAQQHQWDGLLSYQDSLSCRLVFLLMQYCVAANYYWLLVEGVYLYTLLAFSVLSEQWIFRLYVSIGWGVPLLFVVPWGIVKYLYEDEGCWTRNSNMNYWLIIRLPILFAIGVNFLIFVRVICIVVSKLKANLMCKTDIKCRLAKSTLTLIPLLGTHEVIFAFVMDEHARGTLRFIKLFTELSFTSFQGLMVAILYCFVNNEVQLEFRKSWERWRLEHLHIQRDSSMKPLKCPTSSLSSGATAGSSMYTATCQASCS
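Stable HEK293 clone (constitutively active GLP-1R + cAMP-response luciferase); 200 cells/uL plated, 12 h pre-culture, compound 24 hr, 37 deg C/5% CO2; detection reagent 12 min RT; luminescence.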
KB-V1 MDR tox – kills drug-selected multidrug resistant KB-V1 cells | Potency, µM (top dose mostly 46.1 µM), for the others: top-dose activity change, negative = cytotoxicity, actives largely listed as cytotoxic | AID 1347076 | hit rate 3.4% among 400,000 | KB-V1 MDR cells viability, CellTiter-Glo, 72 h; also: % is scaled to controls: 0 for no effect and ±100 for the full control effect; nearly all actives have a fitted effect of over 60% in size
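KB-V1, DMEM (no phenol red) + 10% FBS; cpd pin-transferred, titration series; 72 h, 37 degrees C; CellTiter-Glo, luminescence. Data normalized, curve-fit.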
HEK293 tox – cytotoxic in the GLP-1 receptor inverse agonist counter-screen | HEK293 cAMP-luciferase reporter cells, luminescence, 24 h | Potency, µM (top dose mostly 38.3 µM), for the others: top-dose activity change, negative = inhibition, usual class: inhibitors | hit rate 0.13% among 410,000 | AID 624418;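 also: loss of luciferase light is scored as toxicity; % is scaled to controls: 0 for no effect and ±100 for the full control effect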
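Cells in DMEM/10% Nu serum/1% pen-strep, 1536-well format. Pre-incubated 12 h, dosed with 23 nL compound, incubated a further 24 h. Luciferase detection, 12 min at room temp, luminescence.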
GLP-1R agonist – activates the human GLP-1 receptor; P43220; HEK293 GLP-1R CRE-luciferase, luminescence, 4-6 h; cells express a hypersensitive GLP-1R form; Potency, µM (doses to about 45.6 µM), inactives show top-dose activation, most hits filed as activators; hit rate 0.007% among 380,000; AID 624172; also: % of control where 0% means no effect
KB-3-1 tox – kills parental KB-3-1 adenocarcinoma cells; KB-3-1 viability, CellTiter-Glo ATP luminescence, 72 h; Potency, µM (highest dose often 46.1 µM), for inactives: top-dose activity change, negative = cytotoxic, actives largely listed as cytotoxic; hit rate 1.4% among 400,000; AID 1347075; also: % is scaled to controls: 0 for no effect and ±100 for the full control effect; nearly all actives have a fitted effect of over 60% in size
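KB-3-1 parental drug-naive adenocarcinoma cells in DMEM/10% FBS, incubated 72 h at 37 C with pin-transferred compounds across a concentration series. Viability by CellTiter-Glo luminescence; concentration-response curves fitted after normalization.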
HT1080NT lethal – kills 2HG-producing HT-1080-NT fibrosarcoma cells; hit rate 1.6% among 360,000; Potency, µM (highest dose often 46.1 µM), for the others: at the highest dose activity, negative = less viability, most hits filed as cytotoxic; AID 686970; HT-1080-NT fibrosarcoma viability, CellTiter-Glo ATP luminescence, 48 h;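 also: NT is the 2HG producing partner of a matched IDH1 knockdown line; 0% = DMSO-treated cells and -100% = media-only wells without cells; nearly all actives have a fitted effect of over 55% in size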
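Fibrosarcoma NT cells, 750 per well in 5% FBS RPMI, were exposed to compound for 48 hours. Viability: CellTiter-Glo luminescence.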
HT1080 IDH1KD tx – toxicity to HT-1080 IDH1 knockdown cells (counter line); HT-1080 IDH1 knockdown viability, ATP luminescence, 48 h; Potency, µM (highest dose often 46.1 µM), inactives show top-dose activity, negative = toxicity, hits mostly cytotoxic; hit rate 2% among 360,000; AID 686971;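 also: 0% = DMSO wells and -100% = cell-free medium wells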
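Knockdown cells (IDH1KD HT-1080) received compounds 2 h after plating at 750 cells/well and were kept 48 h at 37 °C in 5% FBS RPMI. A CellTiter-Glo luminescence read gave % activity for curve fitting.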
TDP43 rescue – inhibitors of TDP-43 toxicity in yeast | AID 652104 | hit rate 1.8% among 410,000 | Potency, µM (doses to about 46.1 µM), for the others: at the top dose growth rescue (activation), usual class: activators | TDP-43 expressing yeast growth rescue, BacTiter-Glo, 24 h; also: % of control where 0% means no effect; nearly all actives have a fitted effect of over 50% in size
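Luminescence from BacTiter-Glo reports growth of TDP-43-expressing yeast after 24 hr at 30 deg C with compound. Cells were raffinose-pregrown to mid-log, then seeded in galactose medium at OD600=0.02.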
SW480 rereplic – DNA re-replication induction in SW480 cells. SW480 DNA re-replication, Hoechst DNA content imaging, 48 h. Potency, µM (titrated, usually from 46.1 µM), for the others: top-dose re-replication activation, actives largely listed as activators. hit rate 1.8% among 340,000. AID 624297; also: % of control where 0% means no effect; nearly all actives have a fitted effect of over 55% in size
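Readout is total intensity of Hoechst-stained nuclei, excited at 405 nm and collected at 500-530 nm. Compound treatment lasted 48 hr at 37 C in 5% CO2 before staining.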
The depositor's hits bear a star; u = inconclusive; x = no result given; [ ] = remark or other dose. Calls follow the shape of the dose curve; as a rule, active = well fitted curve in the direction sought with a large enough effect; inconclusive = small, poorly fitted or top-dose-only effect, or another doubt; inactive = no such curve, though single readings can be large; an effect the other way counts as inactive or inconclusive. Potency is read from the fitted curve at half-maximal effect.

1. Clc1ccc(SCc2cn3ccccc3n2)cc1
2. CC(=O)[C@H]1[C@H]([C@H](O)[C@H](O)CO)O[C@](O)(C(=O)O)C[C@@H]1O
3. N#Cc1ccc(-c2csc(NC(=O)c3cc(-c4cccs4)nc4ccccc34)n2)cc1
4. Cc1ccnc2nc(C(=O)OCCOc3ccccc3)nn12
5. Cc1cccc(N(CC(=O)NCc2ccccc2)S(C)(=O)=O)c1C
6. CC1C(=O)N(Cc2cn(CC3CCCCC3)nn2)CCS(=O)(=O)N1Cc1ccc(-c2ccc(Cl)cc2)cc1 (configuration not stated)
7. Cn1c2ccccc2c2cc(/C=N/NC(=O)c3cc(O)cc(O)c3)ccc21
8. O=C(CN1CCCCC1)N/N=C/c1cccc(Cl)c1
Screen / compound no.,1,2,3,4,5,6,7,8
GLP1R inv ag,-16%,1%,2%,7%,5%,u,u,-10%
KB-V1 MDR tox,15%,1%,3%,3%,9%,18µM*,u,u
HEK293 tox,3%,2%,0%,-9%,1%,-13%,-2%,-4%
GLP-1R agonist,20%,-1%,2%,8%,x,-4%,5%,-2%
KB-3-1 tox,6%,0%,2%,-6%,2%,u,2%,8%
HT1080NT lethal,u,2%,9%,9%,x,u,-15%,1%
HT1080 IDH1KD tx,0%,4%,5%,11%,x,16µM*,-28%,1%
TDP43 rescue,-6%,24%,-6%,-3%,23%,9%,13%,-11%
SW480 rereplic,-7%,-4%,15%,0%,x,x,2%,0%

9. CCOC(=O)c1sc(C)c2c1NC(C)(c1cccs1)NC2=O (configuration not stated)
10. CCOCc1c(C(=O)N2CCN(CCOc3ccc(Cl)cc3)CC2)oc2ccccc12
11. O=C(N/N=C/c1cccc(OCC(=O)N2CCCC2)c1)C(=O)Nc1ccccc1F
12. CC(C)CCNC(=O)C1CCN(C(=O)N(C)C)CC1
13. O=C(C1CC(=O)N(c2ccccc2)C1)N1CCN(c2ccccc2)CC1 (configuration not stated)
14. O=C(N/N=C/c1ccccn1)c1cccc(NC(=O)c2ccc(Cl)cc2)c1
15. O=C1C(=O)c2ccc(-c3ccccc3)cc2-c2ccccc21
16. COc1ccc(-c2cc(CN3C(=O)c4ccccc4C3=O)on2)cc1
Screen / compound no.,9,10,11,12,13,14,15,16
GLP1R inv ag,-24%,u,23%,3%,10%,-29%,u,3%
KB-V1 MDR tox,5.2µM*,-4%,0%,-3%,-23%,0%,3.7µM*,1%
HEK293 tox,1%,-11%,14%,6%,7%,-5%,u,1%
GLP-1R agonist,16%,11%,0%,-5%,0%,-1%,-16%,-2%
KB-3-1 tox,0%,-20%,0%,3%,15%,-1%,4.1µM*,21%
HT1080NT lethal,-28%,u,u,-1%,5%,u,3.7µM*,6%
HT1080 IDH1KD tx,u,-24%,13%,24%,-2%,-14%,3.3µM*,6%
TDP43 rescue,-5%,-22%,12%,-16%,6%,6%,3.5µM*,-4%
SW480 rereplic,7%,12%,-1%,10%,-7%,-2%,5.8µM*,9%

17. Fc1cccc(Cl)c1CSc1nnc(CNc2ccccc2)o1
18. CN(C)c1ccc(C2=NOC(CN3C(=O)c4ccccc4S3(=O)=O)C2)cc1 (configuration not stated)
19. Cc1ccc(S(=O)(=O)N2CCCC(C(=O)NCC(C)C)C2)cc1 (configuration not stated)
20. O=C(Nc1c(C(=O)N2CCN(c3ccccc3F)CC2)oc2ccccc12)c1ccco1
21. CCN1CCCC1CNC(=O)C(=O)NC (configuration not stated)
22. COCCCNC(=S)N/N=C/c1ccccc1O
23. COc1ccc(C2N3CC4(C)CN2CC(C)(C3)C4=O)cc1OC (configuration not stated)
24. COc1cccc(NC(=O)[C@H](C)NC(=O)C2CCN(S(=O)(=O)c3ccc(C)cc3)CC2)c1
Screen / compound no.,17,18,19,20,21,22,23,24
GLP1R inv ag,u,-21%,u,-28%,2%,u,16%,-1%
KB-V1 MDR tox,-4%,-10%,-16%,u,23%,u,8%,-23%
HEK293 tox,8%,-9%,-2%,11%,11%,u,4%,4%
GLP-1R agonist,25%,-10%,-1%,x,-6%,-2%,-5%,5%
KB-3-1 tox,9%,-6%,4%,1%,10%,u,3%,-22%
HT1080NT lethal,0%,2%,9%,x,19%,-2%,6%,-9%
HT1080 IDH1KD tx,-9%,8%,2%,x,5%,-6%,1%,-24%
TDP43 rescue,18µM*,12%,x,u,0%,3%,10%,-9%
SW480 rereplic,1%,-12%,u,x,-9%,u,0%,-8%

Reprinted from the results shown, 10 compounds:
15. O=C1C(=O)c2ccc(-c3ccccc3)cc2-c2ccccc21
16. COc1ccc(-c2cc(CN3C(=O)c4ccccc4C3=O)on2)cc1
17. Fc1cccc(Cl)c1CSc1nnc(CNc2ccccc2)o1
18. CN(C)c1ccc(C2=NOC(CN3C(=O)c4ccccc4S3(=O)=O)C2)cc1 (configuration not stated)
19. Cc1ccc(S(=O)(=O)N2CCCC(C(=O)NCC(C)C)C2)cc1 (configuration not stated)
20. O=C(Nc1c(C(=O)N2CCN(c3ccccc3F)CC2)oc2ccccc12)c1ccco1
21. CCN1CCCC1CNC(=O)C(=O)NC (configuration not stated)
22. COCCCNC(=S)N/N=C/c1ccccc1O
23. COc1ccc(C2N3CC4(C)CN2CC(C)(C3)C4=O)cc1OC (configuration not stated)
24. COc1cccc(NC(=O)[C@H](C)NC(=O)C2CCN(S(=O)(=O)c3ccc(C)cc3)CC2)c1
Screen / compound no.,15,16,17,18,19,20,21,22,23,24
GLP1R inv ag,u,3%,u,-21%,u,-28%,2%,u,16%,-1%
KB-V1 MDR tox,3.7µM*,1%,-4%,-10%,-16%,u,23%,u,8%,-23%
HEK293 tox,u,1%,8%,-9%,-2%,11%,11%,u,4%,4%
GLP-1R agonist,-16%,-2%,25%,-10%,-1%,x,-6%,-2%,-5%,5%
KB-3-1 tox,4.1µM*,21%,9%,-6%,4%,1%,10%,u,3%,-22%
HT1080NT lethal,3.7µM*,6%,0%,2%,9%,x,19%,-2%,6%,-9%
HT1080 IDH1KD tx,3.3µM*,6%,-9%,8%,2%,x,5%,-6%,1%,-24%
TDP43 rescue,3.5µM*,-4%,18µM*,12%,x,u,0%,3%,10%,-9%
SW480 rereplic,5.8µM*,9%,1%,-12%,u,x,-9%,u,0%,-8%

Other records follow.
25. COc1ccc(CCNC(=O)C2CCN(C(=O)NC3CCCCC3)CC2)cc1
26. Cc1nn(-c2ccccc2)c(C)c1-c1nnc(C(F)(F)F)o1
27. Cc1cc(S(=O)(=O)NC2CCCCC2)ccc1-n1cnnn1
28. O=C(COC(=O)Cc1cccc(C(F)(F)F)c1)NC(=O)NC1CCCC1
29. COc1ccc(NC(=O)[C@H](C)NC(=O)[C@@H]2Cc3ccccc3CN2C(=O)OC(C)(C)C)cc1
30. Cc1ccc2nc(SCC(=O)N(CC(C)C)c3c(N)n(Cc4ccccc4)c(=O)[nH]c3=O)[nH]c2c1
31. CNC(=S)/N=C/NOCc1ccc(Cl)cc1Cl
32. COc1ccc(CCNC(=O)c2ccccc2OCc2ccccc2)cc1
Screen / compound no.,25,26,27,28,29,30,31,32
GLP1R inv ag,-16%,30%[activator],-16%,6%,u,2%,u,u
KB-V1 MDR tox,0%,-8%,-21%,x,25%,-2%,u,u
HEK293 tox,-16%,2%,-5%,-3%,5%,u,-14%,-8%
GLP-1R agonist,-7%,2%,3%,12%,6%,18%,3%,2%
KB-3-1 tox,7%,4%,0%,x,-2%,-30%,u,u
HT1080NT lethal,16%,8%,14%,0%,4%,-4%,u,-15%
HT1080 IDH1KD tx,27%,21%,7%,-1%,-3%,5%,u,-16%
TDP43 rescue,-1%,u,14%,11%,2%,10%,10µM*,28%
SW480 rereplic,-11%,-14%,0%,-3%,-1%,-8%,4%,u

33. Cc1nnsc1-c1nnc(SCC(=O)c2ccc(C#N)cc2)n1C1CC1
34. O=C(CSc1nc(-c2ccccc2)nc2c1CCCC2)N1CCOCC1
35. COc1ccc(CCNC(=O)c2cc(C3CC3)on2)cc1OC
36. O=C(Nc1cccc(F)c1)C1CCN(S(=O)(=O)c2cnc[nH]2)CC1
37. CN1c2c(nc(N)[nH]c2=O)NCC1CNc1ccc(C(=O)NC(CCC(=O)O)C(=O)O)cc1 (configuration not stated)
38. CC1CCN(C(=S)NC2CCCCC2)CC1
39. CN(Cc1c(F)cccc1Cl)C(=O)C1=CC=CN2CCS(=O)(=O)N=C12
40. COc1ccc(OCC(=O)Nc2ccc(N3CCOCC3)cc2)cc1
41. Cc1cc2n(n1)CCCN2C(=O)Nc1ccccc1C(F)(F)F
42. CCN(CC)c1cccc(OC(=O)c2cccnc2Cl)c1
43. COc1ccccc1CNC(=O)c1c(O)nc2c(C)cccn2c1=O
Screen / compound no.,33,34,35,36,37,38,39,40,41,42,43
GLP1R inv ag,1%,3%,12%,13%,x,0%,8%,-4%,5%,-2%,18%
KB-V1 MDR tox,-29%,-13%,u,u,22%,6%,u,7%,0%,8%,u
HEK293 tox,-1%,-6%,0%,-9%,x,-4%,-24%,-6%,3%,4%,5%
GLP-1R agonist,1%,-5%,23%,-6%,1%,-3%,2%,-1%,x,2%,x
KB-3-1 tox,-3%,10%,17%,9%,55%,-8%,3%,4%,14%,6%,11%
HT1080NT lethal,1%,17%,10%,-6%,x,-4%,7%,0%,x,6%,x
HT1080 IDH1KD tx,9%,17%,5%,-5%,x,6%,10%,1%,x,22%,x
TDP43 rescue,-15%,10%,18%,11%,x,u,0%,-1%,20%,2%,-9%
SW480 rereplic,-5%,-7%,-11%,u,-10%,7%,-21%,-4%,x,-8%,x

2 of the compounds above, as a markdown table.
| # | structure | GLP1R inv ag | KB-V1 MDR tox | HEK293 tox | GLP-1R agonist | KB-3-1 tox | HT1080NT lethal | HT1080 IDH1KD tx | TDP43 rescue | SW480 rereplic |
| --- | --- | --- | --- | --- | --- | --- | --- | --- | --- | --- |
| 42 | CCN(CC)c1cccc(OC(=O)c2cccnc2Cl)c1 | -2% | 8% | 4% | 2% | 6% | 6% | 22% | 2% | -8% |
| 43 | COc1ccccc1CNC(=O)c1c(O)nc2c(C)cccn2c1=O | 18% | u | 5% | x | 11% | x | x | -9% | x |
